Bioassay records deposited in PubChem BioAssay by ICCB-Longwood Screening Facility, Harvard Medical School.
Polio RdRp inh = poliovirus RdRp elongation inhibitors, primary screen, biochemical, fluorescence polarization, total intensity | poliovirus polymerase elongation; active compounds read low | % elongation, % (compound at 16.7 µg/mL) | actives 0.66% (n = 150,000); in the data active = % elongation below about 90%; also: some results filed as inactive read as strong as hits
Target sequence (P03300 1749-2209 limits assumed): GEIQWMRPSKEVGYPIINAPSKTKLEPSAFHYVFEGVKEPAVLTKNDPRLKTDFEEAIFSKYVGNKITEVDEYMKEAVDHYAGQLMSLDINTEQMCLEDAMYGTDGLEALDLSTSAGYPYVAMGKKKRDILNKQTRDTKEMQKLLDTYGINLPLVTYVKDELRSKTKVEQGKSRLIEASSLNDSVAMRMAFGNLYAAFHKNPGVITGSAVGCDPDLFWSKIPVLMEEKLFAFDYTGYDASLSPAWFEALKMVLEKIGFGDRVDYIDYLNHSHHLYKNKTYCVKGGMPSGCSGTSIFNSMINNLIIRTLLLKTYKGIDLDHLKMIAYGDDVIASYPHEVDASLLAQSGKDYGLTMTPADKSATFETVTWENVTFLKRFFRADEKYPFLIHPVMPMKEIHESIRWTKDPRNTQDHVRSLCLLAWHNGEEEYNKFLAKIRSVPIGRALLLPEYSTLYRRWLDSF
Polio RdRp inh FP z-score = further read-out of Polio RdRp inh, marked with its call; z-score; measured here: FP z-score; hits read low
Starred values were filed as active, the others as inactive. This is a subset; count on the stated rates, not on these rows.

Second line of a record – Polio RdRp inh | Polio RdRp inh FP z-score
1	CCOC(=O)c1c(C)[nH]c(CCC(=O)NCc2cc(OC)c(OC)c(OC)c2)c1C
→ 116 | 1.8
2	Cc1oc2cc(O)ccc2c(=O)c1Oc1ccc(-c2ccccc2)cc1
→ 103 | 0.7
3	O=C(CN1C(=O)C2CC=CCC2C1=O)OCc1cc(=O)n2cc(Br)ccc2n1 (stereo unspecified)
→ 106 | 0.4
4	COc1ccc(Cc2nc3c4cnn(-c5cccc(F)c5)c4ncn3n2)cc1
→ 116 | 0
5	Cc1ccc(CNCc2ccncc2)cc1
→ 102 | -0.1
6	COc1ccc2nc(NC(=O)c3nc(S(=O)(=O)Cc4cccc(C)c4)ncc3Cl)sc2c1
→ 111 | 1.2
7	C/C=C/c1ccc(OCC(O)CN(C)C2CCCCC2)c(OC)c1 (stereo unspecified)
→ 101 | -0.5
8	N#CCC(=O)N=Cc1ccc(Cl)cc1Cl
→ 101 | -0.1
9	Cc1nnc(SCC(=O)N(C)Cc2ccccc2)n1Cc1ccccc1
→ 103 | -0.1
10	CC(C)Sc1nc2[nH]ncc2c(=O)[nH]1
→ 100 | -1.1
11	O=C(O)CCNc1nc2ccccc2s1
→ 102 | -0.9
12	CSc1nc(-c2ccccc2)c2cc(Cl)ccc2n1
→ 103 | 0.3
13	COc1cc(OC)c(NC(=O)N2CCN3CCCCC3C2)cc1Cl (stereo unspecified)
→ 106 | -0.5
14	CCOC(=O)c1nn(-c2ccc(C(F)(F)F)cc2)cc(Sc2nnc(C(F)(F)F)n2C)c1=O
→ 101 | -0.8
15	O=C(c1ccc(Cl)cc1)n1cc2c(n1)-c1cc(Cl)ccc1SC2
→ 104 | 0.2
16	Cc1ccc(-c2nn3c(C)nnc3c3ccccc23)cc1S(=O)(=O)N1CCCC1
→ 100 | -0.1
17	O=S(=O)(Nc1nc2ccccc2nc1N1CCCC1)c1ccccc1
→ 102 | 0.2
18	COc1cc2c(cc1OC)C1C(C(=O)NCC3COc4ccccc4O3)c3ccccc3C(=O)N1CC2 (stereo unspecified)
→ 100 | -0.1
19	Cc1cc(C)n2ncc(C(=O)Nc3ccc(C)c(C)c3)c2n1
→ 100 | -0.2
20	O=C(CSc1nnnn1C1CC1)N1c2ccccc2SCC1c1ccccc1 (stereo unspecified)
→ 99 | -0.1
21	O=C(Nc1sccc1C(=O)NC1CCCC1)c1ccc(Br)s1
→ 105 | 0.8
22	O=C(c1cccc(Br)c1)c1nccn1-c1ccccn1
→ 100 | -0.1
23	CCCCn1c(N)c(N(C)C(=O)CSc2nnc(-c3ccc(F)cc3)o2)c(=O)[nH]c1=O
→ 108 | 0.9
24	O=C(COc1ccc(Cl)cc1)Nc1ccc(Cn2ccnc2)cc1
→ 103 | 0.3
25	Cc1c(C)n(Cc2ccccc2)c2ccc(C(=O)NCCc3ccccc3Cl)cc12
→ 101 | -1.3
26	CCSc1nc2ccccc2n1C(=O)CCC(=O)O
→ 102 | 0.1
27	O=C(Nc1cccc(C(=O)OCc2cc(=O)n3nc(C4CC4)sc3n2)c1)c1cccc(F)c1
→ 109 | 0.6
28	N#CCN(CC#N)C(=O)c1cccc(C(=O)N(CC#N)CC#N)c1
→ 113 | 0.9
29	CCCOc1ccc(C(=O)Nc2ccc(-c3cc4ccccc4oc3=O)c(C)c2)cc1
→ 107 | 0.6
30	Cc1ccc(CSCC(=O)N2CCN(c3cc(Cl)ccc3C)CC2)cc1
→ 114 | 0.7
31	O=C(COc1ccc(-c2nnco2)cc1)c1ccc[nH]1
→ 110 | 1.2
32	CCn1cnc2sc(C(=O)N(Cc3ccc(N(C)C)cc3)Cc3ccco3)c(C)c2c1=O
→ 101 | -0.5
33	COc1cc(OC)c(NC(=O)C(NS(=O)(=O)c2cccc3nsnc23)c2ccccc2)cc1Cl (stereo unspecified)
→ 106 | 0.4
34	C=CCn1c(CNC(=O)c2ccco2)nnc1SCc1nc2ccccc2c(=O)[nH]1
→ 100 | 0
35	CC(=O)Nc1ccc(NC(=O)C(C)OC(=O)c2n[nH]c(=O)c3ccccc23)cc1 (stereo unspecified)
→ 104 | 0.4
36	CCOC(=O)c1oc2ccccc2c1COC(=O)C1COc2ccccc2O1 (stereo unspecified)
→ 104 | 0.2
37	Cc1cc(C(=O)OCC(=O)NC2CCCC2)c(C)n1-c1ccccc1
→ 102 | 0
38	c1coc(C2Nc3c(ccc4ccccc34)C3OCCC23)c1 (stereo unspecified)
→ 103 | 0.5
39	CCc1ccc(C(=O)Nc2ccc(N(CC)CC)cc2C)cc1
→ 99 | -0.3
40	O=C(COc1ccccc1)NCCN1CCCC1
→ 105 | 0.1
41	CCOC(=O)c1c(C)c(-c2ccccc2)n(CC(=O)Nc2ccc(OCC)cc2)c1C
→ 104 | -0.1
42	Cc1nc(C)c(C(=O)NCCC(c2ccccc2)c2ccccc2)o1
→ 100 | 0
43	CC(NC(=O)c1cn(-c2ccc(F)cc2)nn1)c1cccs1 (stereo unspecified)
→ 102 | -0.1
44	Cc1c(-c2ccc(Br)cc2)c(=O)oc2ccccc12
→ 105 | 0.1
45	Cc1cc(C(=O)OCC(=O)C(C)(C)C)c2ccccc2n1
→ 101 | -0.2
46	O=C(NC12CC3CC(CC(C3)C1)C2)C1=COCCO1
→ 101 | 0
47	CCOC(=O)c1ccc(NC(=O)CC2C(=O)N(c3ccc(F)cc3)C(=O)N2Cc2cccnc2)cc1 (stereo unspecified)
→ 107 | -0.2
48	O=C1c2ccccc2C(NCCc2ccccc2)N1CCc1ccccc1 (stereo unspecified)
→ 111 | 1.2
49	CNC(=S)N(C)CC(=O)Nc1c(Cl)cccc1Cl
→ 100 | -0.3
50	Cc1ccc(CNC(=O)C2CCC(CNc3nc(=S)[nH]c4ccccc34)CC2)cc1 (stereo unspecified)
→ 103 | 0.6
51	COC(=O)c1cc(-c2cncnc2-c2ccc(OC)c(C)c2O)c(C)o1
→ 100 | -0.3
52	CCN(CC)S(=O)(=O)c1nnc(NC(=O)COc2ccc(C)cc2)s1
→ 105 | -0.7
53	N/C(CSc1nc(SC/C(N)=N\O)ns1)=N\O
→ 101 | -0.1
54	O=C(CSCCOc1ccccc1)N1CCCC1
→ 102 | -0.1
55	O=C(Nc1cccc(Cl)c1)N1CCC(n2nnc3cc(F)ccc32)CC1
→ 102 | 0.2
56	CCCc1cc(=O)[nH]c(Nc2ccc(CC)cc2)n1
→ 101 | -0.2
57	CCNC(=S)N1CCN(Cc2ccccc2)CC1
→ 105 | 0.9
58	Cc1nc(SCC(=O)Nc2ccc(S(=O)(=O)N3CCOCC3)cc2)n(C2CCCCC2)c1C
→ 105 | -0.7
59	CC(C)=C=CCC(C)O (stereo unspecified)
→ 105 | 1.3
60	COc1cc2c(cc1OC)C1=C(C#N)CN(C3CCCCC3)CN1CC2
→ 100 | -0.4

New compounds follow.
Second line of a record – Polio RdRp inh | Polio RdRp inh FP z-score
61	O=S(=O)(c1ccc(Br)cc1)N(Cl)Cl
→ 101 | -0.1
62	CCC(=O)N1CCc2cc(CNC(=O)c3cccc(N(C)C)c3)ccc21
→ 107 | 0
63	Cc1cc(C)cc(N2C(=O)CC(c3ccc(C(F)(F)F)cc3)C3=C2COC3=O)c1 (stereo unspecified)
→ 101 | -0.5
64	CCOC(=O)C1CCCN(C(=O)c2ccc3c(c2)N(Cc2cccc(Cl)c2)C(=O)c2ccccc2S3(=O)=O)C1 (stereo unspecified)
→ 103 | -0.4
65	COc1ccc(CNC(=O)c2cnc3sc(N4CCCC4)nn3c2=O)cc1OC
→ 106 | 0
66	CCN(CC)c1ccc(CN2CCc3ccccc3C2)cc1
→ 101 | 0.3
67	C=CCSc1nc2ccc(N=Cc3cc(Cl)ccc3O)cc2s1
→ 52 | -8.2
68	COC(=O)c1c(NC(=O)/C=C/c2ccc(OC)c(OC)c2)sc2c1CCC2
→ 108 | 0.9
69	O=C(O)c1ccc(C(=O)O)s1
→ 99 | -0.8
70	CC(=O)N1Cc2ccccc2CC1C(=O)OCc1ccc(C#N)cc1 (stereo unspecified)
→ 101 | -0.2
71	CCOc1ccc(NS(=O)(=O)c2ccc(C(=O)N(C)C)s2)cc1
→ 107 | 0.1
72	COc1ccc(NC(=O)C2CCCCN2/N=C/c2ccc(OC)c(OCC(C)C)c2)cc1OC (stereo unspecified)
→ 103 | 0.1
73	CCOC(=O)C(C)Oc1ccc2c(=O)c(-c3csc(C)n3)coc2c1 (stereo unspecified)
→ 102 | 0.3
74	Cc1ccc(CSCC(=O)Nc2ccccc2)cc1
→ 109 | 0.6
75	O=C(O)/C=C/c1ccc(S(=O)(=O)Nc2cccc(C(=O)O)c2)cc1
→ 103 | -0.1

Filtered by structure: the entries above containing a CF3 group (2)
Second line of a record – Polio RdRp inh | Polio RdRp inh FP z-score
14	CCOC(=O)c1nn(-c2ccc(C(F)(F)F)cc2)cc(Sc2nnc(C(F)(F)F)n2C)c1=O
→ 101 | -0.8
63	Cc1cc(C)cc(N2C(=O)CC(c3ccc(C(F)(F)F)cc3)C3=C2COC3=O)c1 (stereo unspecified)
→ 101 | -0.5

Single records, from the list above.
`O=C(COc1ccc(Cl)cc1)Nc1ccc(Cn2ccnc2)cc1` is listed with Polio RdRp inh = 103; Polio RdRp inh FP z-score = 0.3
`Cc1cc(C(=O)OCC(=O)NC2CCCC2)c(C)n1-c1ccccc1` is listed with Polio RdRp inh = 102; Polio RdRp inh FP z-score = 0
`CC(=O)Nc1ccc(NC(=O)C(C)OC(=O)c2n[nH]c(=O)c3ccccc23)cc1` (stereo unspecified) is listed with Polio RdRp inh = 104; Polio RdRp inh FP z-score = 0.4

Additional entries:
Second line of a record – Polio RdRp inh | Polio RdRp inh FP z-score
76	CCN1CCN(CCNC(=O)c2ccc(CS(=O)c3ccccc3C)o2)CC1 (stereo unspecified)
→ 101 | -0.2
77	CSc1cccc(NS(=O)(=O)c2ccc3[nH]cc(C(=O)N(C)CCC#N)c(=O)c3c2)c1
→ 98 | -0.8
78	COc1ccc(C(=O)O)cc1S(=O)(=O)N(C)c1ccccc1
→ 100 | -0.9
79	O=c1c(Cl)c(N2CCCCC2)cnn1-c1ccccc1
→ 99 | -0.6
80	CCOc1ccccc1N(C)C(=O)Cc1noc2ccccc12
→ 101 | -0.7
81	CCOc1ccc(NC(=O)c2cnn(-c3ccc(C)c(Cl)c3)c2C2CCNCC2)cc1
→ 96 | -0.6
82	Cc1ccc(NC(=O)C2CCCN(c3nnc(C)c4c(C)n(-c5ccccc5)nc34)C2)c(Cl)c1 (stereo unspecified)
→ 110 | 0.8
83	O=C(COc1ccc(F)cc1)Nc1cccc(OCc2cc(=O)n3ccccc3n2)c1
→ 103 | -0.6
84	CC1Cc2ccccc2N1CC(=O)NCc1cccs1 (stereo unspecified)
→ 104 | 0.5
85	COc1ccccc1N1CCNCC1=O
→ 103 | 0.5
86	Cc1nc2ccc(S(=O)(=O)N(CC(=O)Nc3cccc(F)c3)Cc3ccccc3)cc2s1
→ 99 | -0.6
87	O=C(CCSc1nnc(-c2ccccc2)o1)Nc1ccc(F)cc1
→ 101 | 0
88	Cc1ccc(/C=C/C(=O)Nc2ccccc2C(F)(F)F)c(C)c1
→ 98 | -0.6
89	Nc1nonc1C(=O)NN=c1c(=O)c2ccccc2c1=O
→ 47* | -12*
90	COc1cccc(C2CC(=O)Nc3c2c(=O)[nH]c2ncnn32)c1OC (stereo unspecified)
→ 102 | -0.3
91	N#Cc1cccc(NC(=O)Cn2nc(Cc3ccncc3)c3ccccc3c2=O)c1
→ 102 | -0.8
92	COC(=O)c1cc(-c2ccc(Cl)cc2)on1
→ 101 | -0.4
93	Cc1ccccc1NC(=O)Cc1nnc(SCC(=O)c2ccccc2)n1C
→ 102 | 0.1
94	CCN(CC)CCNC(=O)c1sc2ncccc2c1-n1cccc1
→ 103 | -0.9
95	Cc1ccc(NC(=O)CSc2ncccn2)c(S(=O)(=O)N2CCCCC2)c1
→ 106 | 0.4
96	Cc1ccc(SCCNC(=O)c2ccc3ccccc3n2)cc1
→ 96 | -0.5
97	Cc1cc(C)c2c(c1)NC(=O)C2(O)c1c[nH]c2ccccc12 (stereo unspecified)
→ 107 | 0.7
98	O=C(NC1CCCCC1)C(c1ccccn1)N(C(=O)Cn1nnc(-c2ccccc2)n1)c1ccc2c(c1)OCO2 (stereo unspecified)
→ 102 | 0.2
99	O=C(O)C1C2C=CC(C2)C1C(=O)NC1CCN(Cc2ccccc2)CC1 (stereo unspecified)
→ 101 | 0
100	CC1C/C(=C/c2ccncc2)C(=O)/C(=C/c2ccncc2)C1 (stereo unspecified)
→ 96 | -0.5
101	Cc1ccc(OCC(=O)O)c(C)c1
→ 105 | 0.2
102	C=CCn1c(C)cc(C(=O)COC(=O)C2C(C(=O)OCC)=C(C)NC(C)=C2C(=O)OCC)c1C
→ 104 | 0.2
103	CCC1CCC2(CC1)NNC(=S)NN2
→ 98 | -0.7
104	C=CCOc1c(CNc2ccc(C(=O)O)cc2)cccc1OCC
→ 102 | 0.3
105	CCCCC1(c2ccccc2)NC(=O)NC1=O (stereo unspecified)
→ 103 | 0
106	O=C(Nc1ccc(F)cc1)Nc1ccc2c(c1)C(=O)OC2
→ 98 | -0.7
107	COc1ccc(N2C(=O)CC2(/C=C/c2ccccc2)C(=O)NC2CCCCC2)cc1 (stereo unspecified)
→ 101 | -0.2
108	NC1=NC(=O)/C(=C\c2ccccc2C(F)(F)F)S1
→ 111 | 0.9
109	COc1ccc(-c2[nH]ncc2CN2CCC(c3ccccc3OC)CC2)cc1
→ 108 | 0.5
110	C=CCC(NCCc1ccccc1)c1ccco1 (stereo unspecified)
→ 104 | 0.1
111	CCOc1ccc(CC(=O)C2C(=O)CC(C)(C)CC2=O)cc1OCC
→ 104 | 0.2

In the list so far, these have a cyano group:
Second line of a record – Polio RdRp inh | Polio RdRp inh FP z-score
8	N#CCC(=O)N=Cc1ccc(Cl)cc1Cl
→ 101 | -0.1
28	N#CCN(CC#N)C(=O)c1cccc(C(=O)N(CC#N)CC#N)c1
→ 113 | 0.9
60	COc1cc2c(cc1OC)C1=C(C#N)CN(C3CCCCC3)CN1CC2
→ 100 | -0.4
70	CC(=O)N1Cc2ccccc2CC1C(=O)OCc1ccc(C#N)cc1 (stereo unspecified)
→ 101 | -0.2
77	CSc1cccc(NS(=O)(=O)c2ccc3[nH]cc(C(=O)N(C)CCC#N)c(=O)c3c2)c1
→ 98 | -0.8
91	N#Cc1cccc(NC(=O)Cn2nc(Cc3ccncc3)c3ccccc3c2=O)c1
→ 102 | -0.8
